Screening data from PubChem.
RORg inh = ROR gamma (mouse) transcription inhibition. hit rate 5.4% among 310,000. P51450. Drosophila S2 Gal4-RORgamma UAS-luciferase reporter, 20 h. AID 2551. Potency, µM (doses to about 53.6 µM), without a hit: top-dose activity change, negative = inhibition, usual class: inhibitors; also: potency is read from the fitted curve at half-maximal effect; % is scaled to controls: 0 for no effect and ±100 for the full control effect; nearly all actives have a fitted effect of over 60% in size
Target sequence (P51450 whole entry, looked up, the tested form may be a part): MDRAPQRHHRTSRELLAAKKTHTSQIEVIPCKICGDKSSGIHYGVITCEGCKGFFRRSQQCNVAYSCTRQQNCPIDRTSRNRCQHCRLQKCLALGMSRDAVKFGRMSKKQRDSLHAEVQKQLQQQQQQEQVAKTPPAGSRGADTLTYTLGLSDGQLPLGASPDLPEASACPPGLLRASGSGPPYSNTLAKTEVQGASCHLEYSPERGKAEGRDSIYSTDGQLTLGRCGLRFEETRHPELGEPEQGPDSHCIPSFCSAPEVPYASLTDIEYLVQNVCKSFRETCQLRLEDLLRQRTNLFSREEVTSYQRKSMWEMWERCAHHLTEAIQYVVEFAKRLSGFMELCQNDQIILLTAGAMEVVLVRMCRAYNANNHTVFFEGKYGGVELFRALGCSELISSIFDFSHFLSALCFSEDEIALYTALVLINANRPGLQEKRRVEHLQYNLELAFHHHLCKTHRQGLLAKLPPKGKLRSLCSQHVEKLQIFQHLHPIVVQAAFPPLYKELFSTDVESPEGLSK
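A Gal4/UAS one-hybrid system in insect cells: metallothionein-promoter Gal4–ROR gamma fusion plus Photinus luciferase reporter. Copper sulfate 700 uM final, 20 hr ambient incubation, luminescent detection after 10 min with reagent.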
Rab9 prom act = activators of Rab9 promoter. Huh7 Rab9 promoter-luciferase reporter, luminescence, 24 h. Potency, µM (doses to about 9.22 µM), for the others: at the top dose activation, negative = inhibition, hits mostly activators. hit rate 2.8% among 320,000; also: potency is read from the fitted curve at half-maximal effect; % of control where 0% means no effect; nearly all actives have a fitted effect of over 60% in size
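Huh7 cells stably carrying Rab9 promoter–luciferase reporter, plated 1500 cells/well, compound added after 2 h and incubated 24 h at 37 °C; luciferase luminescence then read after 10 min with detection reagent.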
Mito fusion yeast = mitochondrial division inhibition or fusion activation; S. cerevisiae fusion-defective mutant growth rescue, CellTiterGlo 48 h; Potency, µM (doses to about 46.1 µM), inactives show at the top dose growth rescue (activation), actives largely listed as activators; hit rate 0.23% among 320,000;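 also: potency is read from the fitted curve at half-maximal effect; % of control where 0% means no effect; nearly all actives have a fitted effect of over 45% in size; temperature-sensitive fusion mutants such as fzo1-1 at 37 °C on non-fermentable ethanol glycerol medium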
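Temperature-sensitive fusion-defective S. cerevisiae (e.g. fzo1-1, mgm1-5) were grown with compound in YPEG medium (3% ethanol, 3% glycerol) for 48 hours at 37C. Growth rescue was measured as viability by CellTiterGlo luminescence after 10 minutes at ambient.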
ELG1 repair inh = inhibitors of ELG1-dependent DNA repair in HEK293T cells; HEK293T ELG1-luciferase reporter, luminescence, 16 h; DNA damage induced by 5-fluorouridine; Potency, µM (series often up to 46.1 µM), for inactives: at the top dose activity change, negative = inhibition, hits mostly inhibitors; hit rate 2.3% among 330,000; also: potency is read from the fitted curve at half-maximal effect; % is scaled to controls: 0 for no effect and ±100 for the full control effect; nearly all actives have a fitted effect of over 55% in size
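Reporter activity after DNA damage by 5-fluorouridine is monitored. Compound-treated cells incubate 16 hr at 37 °C, then ONE-Glo is added for 30 min before luminescence reading.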
FLuc counter = inhibits or activates purified firefly luciferase, miR-21 counter-screen; purified FLuc, Km substrates, luminescence inhibition; Potency, µM (highest dose often 57.5 µM), without a hit: at the highest dose activity change, negative = inhibition, actives largely listed as inhibitors; P08659; hit rate 6.9% among 360,000;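 also: potency is read from the fitted curve at half-maximal effect; plate controls were vehicle for no effect and reference inhibitor for full effect; nearly all actives have a fitted effect of over 55% in size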
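Purified P. pyralis luciferase (10nM final) with 10uM D-luciferin and 10uM ATP (Km levels) in 50mM Tris acetate pH 7.5, 10mM Mg acetate, 0.01% Tween-20, 0.05% BSA; qHTS 6-point titration, ~60 µM downward; luminescence read.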
Menin-MLL TR inh = menin-MLL binding inhibition, Texas Red mutant peptide. Menin + Texas Red MLL mutant peptide, fluorescence polarization. Potency, µM (series often up to 61.6 µM), for the others: top-dose FP activity change, negative = inhibition, actives largely listed as inhibitors. hit rate 0.23% among 270,000. AID 1768; active = well fitted inhibition curve with a large enough effect in the polarisation, with a control signal flat, not every such curve was filed as active; inconclusive = small, poorly fitted or top-dose-only effect, or effect the other way, or a change in a side signal; inactive = no such curve, though single readings can be large or run the other way; the % refers to the polarisation; also: potency is read from the fitted curve at half-maximal effect; % of control where 0% means no effect; many of its hits are not listed in these tables
Gal4-VP16 FLuc = counter-screen for ROR gamma inhibitors: Gal4-VP16 reporter; AID 2546; Drosophila S2 Gal4-VP16 UAS-luciferase, luminescence, 20 h; Potency, µM (titrated, usually from 53.6 µM), for the others: top-dose activity, negative = inhibition, usual class: inhibitors; hit rate 3.5% among 310,000;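 also: Gal4-VP16 expression switched on by copper sulfate through the metallothionein promoter; potency is read from the fitted curve at half-maximal effect; % is scaled to controls: 0 for no effect and ±100 for the full control effect; nearly all actives have a fitted effect of over 50% in size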
PKM2 activator = increases activity of human pyruvate kinase M2; AID 1631; purified PKM2, Kinase-Glo ATP luminescence, activation; response scale: 0% is enzyme alone, no compound; Potency, µM (highest dose often 57.5 µM), for the others: at the highest dose activation, usual class: activators; P14618; hit rate 0.34% among 260,000; also: potency is read from the fitted curve at half-maximal effect; % is scaled to controls: 0 for no effect and ±100 for the full control effect; nearly all actives have a fitted effect of over 55% in size
Target sequence (P14618 whole entry, looked up): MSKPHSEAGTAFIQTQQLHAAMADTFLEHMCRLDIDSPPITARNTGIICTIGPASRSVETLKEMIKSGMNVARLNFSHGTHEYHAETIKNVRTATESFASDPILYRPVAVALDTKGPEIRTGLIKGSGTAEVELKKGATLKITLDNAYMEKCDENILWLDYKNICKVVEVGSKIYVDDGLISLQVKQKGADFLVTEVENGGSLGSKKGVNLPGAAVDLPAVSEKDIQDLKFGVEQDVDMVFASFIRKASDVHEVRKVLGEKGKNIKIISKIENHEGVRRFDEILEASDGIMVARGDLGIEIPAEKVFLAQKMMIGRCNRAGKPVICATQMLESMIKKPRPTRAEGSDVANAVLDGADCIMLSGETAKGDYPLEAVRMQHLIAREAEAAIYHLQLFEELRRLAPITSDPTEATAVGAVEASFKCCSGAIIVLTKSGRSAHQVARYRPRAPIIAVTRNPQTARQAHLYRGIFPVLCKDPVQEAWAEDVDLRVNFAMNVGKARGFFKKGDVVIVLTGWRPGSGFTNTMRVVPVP
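ATP formation by purified human PK-M2, quantified via coupled luciferase luminescence after 1 h at room temperature with 0.1 mM ADP and 0.5 mM PEP final.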
KCNH2 3.1 block = inhibitors of human KCNH2 3.1 potassium channel isoform. U2OS KCNH2 3.1, thallium flux FluxOr; stronger effect = lower value. activity change, % (tested at about 1.8 µM). hit rate 0.95% among 340,000. AID 720553;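 active = maximum activity change below -70%; inconclusive = maximum activity change from -70% to -50%; inactive = maximum activity change above -50%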;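 also: thallium influx rate constant from kinetic fluorescence after stimulation buffer; % is scaled to controls: 0 for no effect and ±100 for the full control effect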
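Kinetic fluorescence (2 min after stimulation buffer) measures Tl+ influx through KCNH2 3.1 expressed by viral transduction in U2OS cells; the rate constant is normalized against DMSO controls serving as positive and negative references.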
NPC1 promoter act = NPC1 promoter activation. AID 485313. Potency, µM (doses to about 9.22 µM), for inactives: at the highest dose activation, hits mostly activators. Huh7 NPC1 promoter luciferase reporter, 24 h. hit rate 2.4% among 320,000;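 also: potency is read from the fitted curve at half-maximal effect; % of control where 0% means no effect; nearly all actives have a fitted effect of over 60% in size; reporter is driven by a mutant NPC1 promoter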
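Luciferase expression driven by the NPC1 promoter was measured in stably transfected Huh7 cells after a 24 h compound incubation, using a luciferase reagent and a luminescence read.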
MBNL1-CUG inh = blocks human MBNL1 binding to CUG repeat RNA. Q9NR56. TR-FRET MBNL1-His/biotin-(CUG)12 binding, 665/545 ratio. Potency, µM (highest dose often 57.5 µM), inactives show top-dose activity change, negative = inhibition, actives largely listed as inhibitors. hit rate 0.036% among 280,000; active = well fitted inhibition curve with a large enough effect in the signal ratio, with a control signal flat, not every such curve was filed as active; inconclusive = small, poorly fitted or top-dose-only effect, or effect the other way, or a change in a side signal; inactive = no such curve, though single readings can be large or run the other way; the % refers to the signal ratio; also: potency is read from the fitted curve at half-maximal effect; % is scaled to controls: 0 for no effect and ±100 for the full control effect
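Compounds (final 92 nM to 58 uM) are added to His-tagged MBNL1 and biotin-(CUG)12, then terbium anti-His antibody and streptavidin-XL665 (5 nM final). After 60 min at room temperature, the 665/545 nm ratio is read.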
Numbers without * were called inactive; ? = inconclusive; · = no result given; & = joins results of further samples; [ ] = another dose, or the depositor's remark. Unless noted, calls follow the shape of the dose curve; as a rule, active = well fitted curve in the direction sought with a large enough effect; inconclusive = small, poorly fitted or top-dose-only effect, or another doubt; inactive = no such curve, though single readings can be large; an effect the other way counts as inactive or inconclusive.

1	COc1cccc(S(=O)(=O)NC2CCN(C#N)C2)c1 (stereo unspecified)
2	COC(=O)c1cc(NS(=O)(=O)c2ccc(N3CCCCCC3)c([N+](=O)[O-])c2)cc(C(=O)OC)c1
3	O=C(Nc1ccccc1C(=O)O)c1ccc(Br)c(S(=O)(=O)NCc2ccccc2)c1
4	COc1ccccc1N1CCN(C(=O)c2c(-c3c(Cl)cccc3Cl)noc2C)CC1
5	Cn1c(=O)oc2cc(S(=O)(=O)Nc3ccc4c(c3)OCCO4)ccc21
6	O=C(CN1C(=O)CC(c2ccccc2)S(=O)(=O)c2ccccc21)N1CCOCC1 (stereo unspecified)
7	CCOc1ccc2nc(NC(=O)CCn3cccc3)sc2c1
8	COc1ccc(CCNC(=O)c2cc3c(=O)n4ccccc4nc3n(C3CCCCC3)c2=N)cc1OC
assay / compound | 1 | 2 | 3 | 4 | 5 | 6 | 7 | 8
RORg inh | · | -2% | 2% | -8% | ? | 17% | 5µM* | -31%
Rab9 prom act | -2% | -2% | 0% | 1% | · | 7% | 20% | -4%
Mito fusion yeast | -9% | 3% | 2% | 6% | -3% | ? | -2% | -3%
ELG1 repair inh | 24% | ? | 3% | ? | · | -3% | ? | ?
FLuc counter | 2% | 2% | ? | 4% | -11% | -8% | ? | 0%
Menin-MLL TR inh | · | ? | ? | -29% | 11% | -5% | -23% | ·
Gal4-VP16 FLuc | · | -3% | 0% | 10% | -2% | -8% | ? | -1%
PKM2 activator | · | 2% | -1% | -13% | ? | 20% | 18% | ·
KCNH2 3.1 block | · | -11 | -18 | -32 | -19 | · | 10 | -18
NPC1 promoter act | 1% | -4% | 1% | -8% | · | -2% | 15% | -4%
MBNL1-CUG inh | · | 4% | -3% | -3% | -6% | -6% | 52%[activator] | ?

Structures from the list above that have a halogen:
3	O=C(Nc1ccccc1C(=O)O)c1ccc(Br)c(S(=O)(=O)NCc2ccccc2)c1
4	COc1ccccc1N1CCN(C(=O)c2c(-c3c(Cl)cccc3Cl)noc2C)CC1
assay / compound | 3 | 4
RORg inh | 2% | -8%
Rab9 prom act | 0% | 1%
Mito fusion yeast | 2% | 6%
ELG1 repair inh | 3% | ?
FLuc counter | ? | 4%
Menin-MLL TR inh | ? | -29%
Gal4-VP16 FLuc | 0% | 10%
PKM2 activator | -1% | -13%
KCNH2 3.1 block | -18 | -32
NPC1 promoter act | 1% | -8%
MBNL1-CUG inh | -3% | -3%

(more compounds)
9	COc1ccccc1OCCCn1c(=O)oc2ccccc21
10	CCCC[C@H]1COCCS(=O)(=O)N1Cc1ccccc1F
11	CCC(C)[C@H](N)c1nnc(SCC(=O)Nc2cccc(Cl)c2)o1 (stereo partly specified)
12	COc1ccc2[nH]c3c(=O)n(CCCCC(=O)NCCN4CCCC4)c(=S)[nH]c3c2c1
13	CCS(=O)(=O)N1CCN(S(=O)(=O)c2ccc3ccccc3c2)CC1
14	COc1cccc(NC(=O)C(OC(=O)c2cnc(C)cn2)c2ccccc2)c1 (stereo unspecified)
15	Cc1ccc(/C=C2\SC(=S)N(CCCC(=O)NC3CCCC3)C2=O)cc1
16	Cc1sc2ncnc(N3CCC(C(=O)N(CC(C)C)c4nc5ccccc5s4)CC3)c2c1C
assay / compound | 9 | 10 | 11 | 12 | 13 | 14 | 15 | 16
RORg inh | 25% | -16% | -7% | ? | 32% | · | 1.6µM* | ·
Rab9 prom act | 1% | -1% | -4% | -3% | -2% | -4% | -43%[inhibitor] | -2%
Mito fusion yeast | -3% | 0% | -3% | -2% | -3% | 0% | 1% | 7%
ELG1 repair inh | ? | ? | -3% | -2% | 1% | 2% | ? | -29%
FLuc counter | ? | 0% | 3% | 1% | 3% | 4% | -10% | -2%
Menin-MLL TR inh | -15% | -1% | -3% | 6% | 8% | · | -27% | ·
Gal4-VP16 FLuc | 7% | 4% | 7% | 1% | 5% | · | ? | ·
PKM2 activator | 1% | 8% | 2% | -9% | ? | · | -3% | ·
KCNH2 3.1 block | -3 | 3 | -17 | 5 | -6 | -2 | · | 23
NPC1 promoter act | 4% | -5% | -2% | -3% | 1% | 1% | -44%[inhibitor] | -4%
MBNL1-CUG inh | 3% | -4% | 5% | ? | 18% | · | -2% | ·

17	Cc1ccc(NS(=O)(=O)c2ccc(C(=O)NCc3ccccn3)cc2)cc1
18	Cn1nnnc1SCc1ccc([N+](=O)[O-])cc1
19	COc1ccc(C(C)(C)C)cc1NC(=O)c1ccc2ncsc2c1
20	COCCn1c(SC(C)C(=O)NC2CC2)nnc1-c1cccc(C)c1 (stereo unspecified)
21	Cc1ccc(S(=O)(=O)N(CC(=O)N/N=C/c2ccc(F)cc2)c2cccc3cccnc23)cc1
22	Cc1ccc(S(=O)(=O)NC(=NCc2ccccc2)c2ccc(F)cc2)cc1
23	O=C(COc1ccccc1Cl)NNC(=O)c1ccc2c(=O)n3c(nc2c1)CCC3
24	CC(=O)c1ccc(OCCOc2ccc(C#N)cc2)cc1
assay / compound | 17 | 18 | 19 | 20 | 21 | 22 | 23 | 24
RORg inh | 26% | -1% | ? | · | -9% | -28% | · | 4%
Rab9 prom act | 2% | -8% | 27% | -7% | -1% | 10% | 0% | -8%
Mito fusion yeast | -1% | -4% | 27% | -9% | -1% | 3% | -7% | 1%
ELG1 repair inh | 0% | 9% | ? | 13% | 3% | 7% | 0% | 19%
FLuc counter | -1% | -1% | ? | 7% | -2% | -1% | · | 4%
Menin-MLL TR inh | 4% | 5% | 45%[activator] | · | ? | · | · | ·
Gal4-VP16 FLuc | -7% | -1% | -8% | · | -13% | 2% | · | 5%
PKM2 activator | 0% | 3% | -1% | · | -5% | 2% | · | -2%
KCNH2 3.1 block | 8 | 5 | -2 | 10 | 2 | 0 | 5 | 6
NPC1 promoter act | -3% | -2% | 23% | 1% | 1% | -1% | 0% | -3%
MBNL1-CUG inh | 1% | · | 1% | · | 2% | 0% | · | 1%

25	COc1ccc(CNC(=O)c2ccc3ccccc3n2)cc1
26	CCOC(=O)c1sc(=NC(=O)c2cccc(Br)c2)n(C)c1C
27	CCC(C)Sc1nnc(NS(=O)(=O)Cc2ccccc2)s1 (stereo unspecified)
28	COc1ccc(-c2oc3ccccc3c2C(=O)OCc2ccc(O)cc2)cc1
29	Cc1ccccc1CSc1nncn1N
30	Cc1onc(-c2ccccc2)c1C(=O)NCc1cccnc1
31	Cc1cc(OCCCCOc2ccc(C#N)cc2)ccc1[N+](=O)[O-]
32	O=C(NCc1ccco1)/C(=C\c1cccs1)NC(=O)c1ccccc1
33	Nc1ncnc2c1cnn2-c1ccccc1
assay / compound | 25 | 26 | 27 | 28 | 29 | 30 | 31 | 32 | 33
RORg inh | 21% | 17% | -25% | ? | -4% | 7% | 41% | 1% | 2%&10%
Rab9 prom act | 15% | 4.5µM* | 18% | 19% | 6% | 8% | -5% | 12% | 20%
Mito fusion yeast | 3% | 0% | 4% | 3% | 2% | -1% | -14% | -1% | -27%
ELG1 repair inh | ? | ? | 14% | ? | 5% | -5% | -7% | 24% | ?
FLuc counter | 27µM* | -20% | -16% | 2% | 0% | 1% | -2% | -4% | ?
Menin-MLL TR inh | 13% | · | -28% | -4% | 19% | -3% | -12% | -29% | -3%&31%
Gal4-VP16 FLuc | 17% | 19% | 20% | -12% | -4% | -9% | ? | -9% | 6%&17%
PKM2 activator | 2% | · | -2%[11.5 µM] | 0% | -3% | 1% | -2% | -3% | 1%
KCNH2 3.1 block | 42 | 10 | -7 | 21 | -5 | 3 | -2 | -34 | -1
NPC1 promoter act | 14% | ? | 7% | 3% | 6% | -1% | -1% | -2% | 19%
MBNL1-CUG inh | 4% | ? | -14% | 18% | -11% | -5% | 0% | 15% | -8%

Two compounds from above with just MBNL1-CUG inh:
nr	SMILES	MBNL1-CUG inh
29	Cc1ccccc1CSc1nncn1N	-11%
30	Cc1onc(-c2ccccc2)c1C(=O)NCc1cccnc1	-5%

This is a subset (hit frequency here may not be typical).
